Vc quorum ag – inducers of Vibrio cholerae quorum light production without autoinducers; V. cholerae BH1578 lux reporter, luminescence, 6 h; activation, % at 18.7 µM; actives 0.16% (n = 350,000); AID 588436; in the data active = activation mostly above about 9.7%, no sharp cut-off; inconclusive = no clear call, values can overlap the other calls; inactive = mostly below about 3.7%; note: not every result past the cut was called active; inactives centre near 0; reference of the scale not given here
SARS 3CLpro inh – SARS-CoV 3CLpro protease inhibition. AID 1706. inhibition, % at 6 µM. recombinant SARS-CoV 3CLpro, quenched FRET peptide cleavage. actives 0.14% (n = 290,000). P0C6X7; in the data active = inhibition above about 12%
GDH-TPI inh – GDH-TPI coupled enzyme inhibition counter-screen; GDH-TPI coupled enzyme counterscreen, NADH absorbance; inhibition, % at 4.8 µM; actives 1.2% (n = 360,000); AID 588335; in the data active = inhibition above about 30%;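 note: 0% = DMSO wells and 100% = wells lacking the enzyme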
UGM FP inh – Mtb UDP-galactopyranose mutase inhibition; P9WIQ1; purified UGM, fluorescence polarization probe displacement; inhibition, % at 10 µM; actives 0.06% (n = 320,000); AID 504406; in the data active = inhibition above about 10%, passing the limit was not always enough; inconclusive = no clear call, values can overlap the other calls
Target sequence (P9WIQ1 whole entry, looked up): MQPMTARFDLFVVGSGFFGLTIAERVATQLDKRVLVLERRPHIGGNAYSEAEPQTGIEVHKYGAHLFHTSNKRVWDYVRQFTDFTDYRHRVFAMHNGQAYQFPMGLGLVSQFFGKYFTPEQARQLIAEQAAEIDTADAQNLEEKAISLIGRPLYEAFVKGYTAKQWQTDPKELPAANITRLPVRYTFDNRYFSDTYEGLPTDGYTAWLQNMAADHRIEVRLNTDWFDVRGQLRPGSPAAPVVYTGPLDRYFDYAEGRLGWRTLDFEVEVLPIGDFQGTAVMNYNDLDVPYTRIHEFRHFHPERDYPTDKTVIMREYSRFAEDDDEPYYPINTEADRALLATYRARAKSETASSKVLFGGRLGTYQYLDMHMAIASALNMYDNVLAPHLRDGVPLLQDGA
Mtb BioA inh – blocks M. tuberculosis BioA enzyme activity | purified M. tuberculosis BioA enzyme, plate reader | inhibition, % at 9.99 µM | actives 0.096% (n = 360,000) | AID 602481; in the data active = inhibition above about 40%; inconclusive = no clear call, values can overlap the other calls
PriA SSB inh – K. pneumoniae PriA-SSBct interaction inhibition. AlphaScreen SSBct-PriA binding, biotinylated peptide. actives 0.6% (n = 430,000). AID 1272365. inhibition, % at 33 µM; in the data active = inhibition mostly above about 37%, no sharp cut-off; inactive = mostly below about 20%;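 note: plate controls were negative control peptide for no effect and reference peptide for full effect; strong numbers were not always called active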
Mtb FBA inh – inhibitors of M. tuberculosis fructose-bisphosphate aldolase; inhibition, % at 1 µM; purified M. tuberculosis FBA, fluorescence read-out; actives 2.3% (n = 360,000); in the data active = inhibition above about 27%;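 note: 0% = vehicle and 100% = reference inhibitor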
MazF activator – increases E. coli MazEF RNase cleavage of RNA; P0AE70; FAM/BHQ RNA-DNA oligo cleavage fluorescence, 5 h; activation, % at 20 µM; actives 0.32% (n = 350,000); AID 504720; in the data active = activation above about 50%
Target sequence (P0AE70 whole entry, looked up): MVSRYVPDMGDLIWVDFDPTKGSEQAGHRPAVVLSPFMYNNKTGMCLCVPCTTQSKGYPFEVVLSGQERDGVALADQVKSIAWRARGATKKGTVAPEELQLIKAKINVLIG
Rv3671c inh – inhibitors of M. tuberculosis serine protease Rv3671c. P9WHR9. inhibition, % at 5.96 µM. actives 0.048% (n = 320,000). AID 2606; in the data active = inhibition above about 38%;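 note: extracellular domain of Rv3671c used as enzyme; 0% = enzyme with DMSO and 100% = no enzyme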
Target sequence (P9WHR9 whole entry, looked up, the tested form may be a part): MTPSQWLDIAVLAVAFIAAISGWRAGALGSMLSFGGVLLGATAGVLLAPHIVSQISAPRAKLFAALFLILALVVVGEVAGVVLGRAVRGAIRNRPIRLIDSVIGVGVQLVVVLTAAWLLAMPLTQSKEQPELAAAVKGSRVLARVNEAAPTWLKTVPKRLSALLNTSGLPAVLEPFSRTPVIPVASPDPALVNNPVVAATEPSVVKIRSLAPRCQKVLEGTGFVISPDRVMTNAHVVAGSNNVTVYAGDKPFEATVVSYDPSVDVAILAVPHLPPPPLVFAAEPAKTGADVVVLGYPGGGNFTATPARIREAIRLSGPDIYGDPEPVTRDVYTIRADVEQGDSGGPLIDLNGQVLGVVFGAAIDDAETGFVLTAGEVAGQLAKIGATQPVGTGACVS
VHR inh abs – DUSP3 (human) phosphatase inhibition | P51452 | recombinant VHR phosphatase, pNPP absorbance | inhibition, % at 13.3 µM | actives 0.52% (n = 290,000); in the data active = inhibition above about 50%; note: some compounds called inactive have numbers as strong as hits
Starred values were filed as active, the others as inactive; i = inactive; ? = inconclusive; . = no result given. Some of the compounds tested. The share of hits here may be higher or lower than overall.

Each structure is followed by: PriA SSB inh	SARS 3CLpro inh	Rv3671c inh	Mtb FBA inh	UGM FP inh	VHR inh abs	GDH-TPI inh	Vc quorum ag	MazF activator	Mtb BioA inh
CCCCCOc1ccc(C(=O)N(Cc2ccco2)C2CCS(=O)(=O)C2)cc1 (centres undefined)
→ 5	-1	5	2	-4.7	48	4	i	8	-0.4
CC(C)c1ccc(S(=O)(=O)N2CCN(C(C)C(=O)N3CCCC3)CC2)cc1 (centres undefined)
→ 11	.	3	3	0.3	.	1	i	-3	-0.6
Nc1cc(C(=O)O)ccc1Nc1ccc(F)c(F)c1
→ -10	5	9	1	0.4	13	5	i	8	?
O=C(CN1C(=O)S/C(=C\c2ccc(O)c([N+](=O)[O-])c2)C1=O)Nc1ccc(N2CCOCC2)cc1
→ -2	6	.	2	-0.1	-9	-7	i	-10	-0.8
COc1cc(OC)c(NC(=O)c2ccco2)cc1Cl
→ -7	5	1	1	-1.8	-15	14	-1.0	-17	-1.2
Cc1cc(-c2cccc(Br)c2)c(C#N)c(N)n1
→ -17	-1	0	17	1.0	11	-3	1.5	8	.
CCN(CC)C(=O)C(C)OC(=O)COc1ccc(Cl)cc1Cl (centres undefined)
→ -7	3	-8	1	-1.8	-10	10	i	4	-1.0
CCN1CCN(C(=O)c2cn(CCOC)c(=O)c3c2c2ccccc2n3C)CC1
→ -19	-1	9	48*	-3.4	-4	20	i	4	.
COc1ccc(Cl)c(NC(=O)Cn2nnc(-c3ccccc3N)n2)c1
→ -6	-3	-9	-1	-2.5	28	1	i	13	0.8
N=C1c2ccccc2CN1NC(=O)CC12CC3CC(CC(C3)C1)C2
→ 3	3	-10	23	5.4	-2	9	-0.3	6	.
COc1ccc(CCn2c(C)c(C(C)=O)c3cc(OC(=O)c4ccco4)ccc32)cc1OC
→ -26	-7	0	-2	0.0	-10	0	i	-3	-2.8
Clc1cccc(C2NCCc3[nH]cnc32)c1 (centres undefined)
→ -15	3	-1	1	-1.2	6	1	i	0	0.1
Cc1cccc(NC(=O)CSc2nnc(-c3ccncc3)n2CC2CCCO2)c1 (centres undefined)
→ 5	2	-2	4	-0.9	20	-2	-1.5	10	0.6
Cc1cc(C)c(C)c(S(=O)(=O)N2CCC(C(=O)Nc3ccncc3)CC2)c1C
→ 8	-2	-2	-1	-1.7	24	10	-0.3	4	1.2
COc1ccc(-n2nc3c(c2NC(=O)C(C)Oc2ccccc2)CS(=O)C3)cc1 (centres undefined)
→ -4	-5	2	0	0.4	18	0	i	4	-3.3
COC(=O)NC1CCC(NC(=O)OC)CC1 (centres undefined)
→ -16	-5	5	-1	-0.2	-4	9	-0.6	6	-1.0
COc1ccccc1N1CCN(C(=O)[C@@H]2CCCN2C2=NS(=O)(=O)c3ccccc32)CC1
→ .	.	.	2	.	.	7	-0.3	1	-2.8
Cc1cc(OCC(=O)NCCc2ccc(S(N)(=O)=O)cc2)c2c(C)c(C)c(=O)oc2c1
→ -11	-3	-3	65*	0.0	7	7	-0.5	-16	-0.2
O=C(CN1C(=O)COc2ccc(Cl)cc21)Nc1ccccn1
→ -18	-2	-7	0	0.8	2	5	i	7	0.5
O=C(COc1ccc(F)cc1)N/N=C/c1cccc2cccnc12
→ .	-5	-1	2	0.5	22	9	i	2	0.4
CCC(NS(=O)(=O)c1ccc2c(c1)Cc1cc(S(=O)(=O)NC(CC)C(=O)O)ccc1-2)C(=O)O (centres undefined)
→ -18	3	-4	1	3.7	-32	-2	-1.2	3	-1.1
O=S(=O)(Cc1ccccc1)NCC1CCCO1 (centres undefined)
→ -9	-2	6	4	-1.3	-17	12	-0.4	4	.
Cc1ccc(S(=O)(=O)NC2=C(N3CCN(Cc4ccccc4)CC3)C(=O)c3ccccc3C2=O)cc1
→ 7	-4	8	-2	-0.9	-6	16	-0.2	0	3.4
COc1cccc(CC(=O)Nc2cc(C(F)(F)F)ccc2N2CCCC2)c1
→ -10	2	-6	1	2.9	0	9	i	3	-1.5
CCOC(=O)CCCCC(=O)c1[nH]c(=O)[nH]c1CSCCO
→ -8	4	5	2	1.6	11	1	1.6	-9	-2.2
Cn1c(=O)cc(SCC(=O)NCCCN2CCN(c3ccccc3F)CC2)c2ccccc21
→ -3	-3	-2	2	2.1	26	17	0.3	-3	0.1
Cc1n[nH]c(=S)n1/N=C/c1c(O)ccc2ccccc12
→ .	0	-4	-1	4.2	4	21	0.0	4	-1.2
CCc1nnc(NS(=O)(=O)c2ccc(NC(=S)Nc3ccc(F)cc3)cc2)s1
→ -18	-1	0	0	2.9	-4	0	-0.3	5	.
CCN(CC)C(=O)Cn1nc(C)c2ccccc2c1=O
→ 3	2	2	3	-2.4	6	-1	i	4	0.7
O=C(CNC(=O)c1ccc(Cl)c([N+](=O)[O-])c1)NCC1CCCO1 (centres undefined)
→ -8	-1	-2	0	3.6	-19	-3	0.4	9	1.1

Grouped by structure, those above containing fluorine.
Each structure is followed by: PriA SSB inh	SARS 3CLpro inh	Rv3671c inh	Mtb FBA inh	UGM FP inh	VHR inh abs	GDH-TPI inh	Vc quorum ag	MazF activator	Mtb BioA inh
Nc1cc(C(=O)O)ccc1Nc1ccc(F)c(F)c1
→ -10	5	9	1	0.4	13	5	i	8	?
O=C(COc1ccc(F)cc1)N/N=C/c1cccc2cccnc12
→ .	-5	-1	2	0.5	22	9	i	2	0.4
COc1cccc(CC(=O)Nc2cc(C(F)(F)F)ccc2N2CCCC2)c1
→ -10	2	-6	1	2.9	0	9	i	3	-1.5
Cn1c(=O)cc(SCC(=O)NCCCN2CCN(c3ccccc3F)CC2)c2ccccc21
→ -3	-3	-2	2	2.1	26	17	0.3	-3	0.1
CCc1nnc(NS(=O)(=O)c2ccc(NC(=S)Nc3ccc(F)cc3)cc2)s1
→ -18	-1	0	0	2.9	-4	0	-0.3	5	.

The list continues:
Each structure is followed by: PriA SSB inh	SARS 3CLpro inh	Rv3671c inh	Mtb FBA inh	UGM FP inh	VHR inh abs	GDH-TPI inh	Vc quorum ag	MazF activator	Mtb BioA inh
NS(=O)(=O)c1ccc(CCNS(=O)(=O)c2ccc3c(c2)NC(=O)CO3)cc1
→ -18	-1	3	-4	-3.1	14	0	0.9	5	.
CSCC(=O)N1CCCC(CNC(=O)c2ccc(-c3ccccc3)cc2)C1 (centres undefined)
→ -10	6	3	-3	-1.4	11	-4	i	3	2.5
O=C(OC1CCOC1=O)c1ccc(S(=O)(=O)N2CCCCCC2)cc1 (centres undefined)
→ -16	-9	2	-3	0.5	-17	19	-9.1	6	-0.3
C/C(=N\NC(=O)C1CC1c1ccccc1)c1cccs1 (centres undefined)
→ .	0	-2	0	0.5	30	13	i	2	-0.9
CCCN(CC(=O)Nc1ccccc1OC)C(=O)c1ccc(COc2ccccc2)o1
→ -7	.	-1	0	0.8	.	4	-2.5	-3	.
CCN(CC(=O)NCC(=O)Nc1cccc(C)c1C)Cc1ccccc1
→ -25	-3	-5	1	1.0	0	3	i	1	0.9
O=C(CCC1CCCN(C(=O)c2cc3ccccc3o2)C1)NCc1ccc(F)c(F)c1 (centres undefined)
→ -7	-7	-6	2	2.0	.	-1	-0.6	-1	7.6
c1ccc(Cc2nc3ccccc3s2)cc1
→ -32	.	.	-2	.	.	12	i	-1	-0.6
Cc1ccn(CC(=O)N2CCCC(N3CCN(c4cccc(C(F)(F)F)c4)CC3)C2)n1 (centres undefined)
→ .	.	.	-2	.	.	11	i	2	3.5
Cc1cc2oc(C(=O)Nc3nonc3C)c(C)c2cc1Cl
→ -4	-3	1	4	-0.3	29	7	-0.6	-23	-1.7
CC(=O)/C(=N\Nc1ccc(Cl)cc1Cl)Sc1cccc2cccnc12
→ .	11	-11	7	1.3	-4	10	-0.6	-25	-1.0
CC(C)N1CCN(Cc2cccc3nonc23)CC1CCO (centres undefined)
→ 2	-2	0	-3	0.4	-23	5	-0.2	5	0.7
COc1cc2c(cc1OC)CN(C(=O)CCNC(=O)c1ccccc1Cl)CC2
→ -1	.	2	-1	-0.5	.	3	i	2	0.3
CCOc1cc(CNCCc2c[nH]c3ccccc23)cc(Cl)c1OCC
→ 24	-3	-5	3	1.1	8	0	-0.3	8	.
COc1ccc(C)cc1NC(=O)C1CCCN1C(=O)OCc1ccccc1 (centres undefined)
→ -27	2	-5	1	.	-10	21	0.9	-4	2.2
N#Cc1ccc(CN2CCN(C(=O)C3CC(=O)N(c4ccccc4F)C3)CC2)cc1 (centres undefined)
→ -14	.	7	0	0.4	.	3	-0.4	6	1.2
O=C(c1ccc2c3c(cccc13)CC2)C1CCCN(Cc2ccccn2)C1 (centres undefined)
→ 10	1	-3	8	2.5	7	8	i	5	1.1
CCCCNC(=O)c1ccccc1NC(=O)CCSc1ccccc1
→ -26	3	3	2	-1.4	-12	8	12	4	.
COc1ccccc1CNC(=O)C1CCCN(S(=O)(=O)c2cccc3nonc23)C1 (centres undefined)
→ -1	-3	-3	-1	-3.0	2	11	4.2	13	.
CC(=O)NCCCNc1ccc([N+](=O)[O-])cc1
→ -1	2	-9	-11	1.4	-1	12	-0.3	-299	.
COc1ccc(C(=O)O/N=C2\CCCc3nonc32)cc1
→ .	0	0	1	-1.1	7	-9	-0.7	4	-0.5
Cc1nc2cc(N)ccc2n1-c1ccccc1
→ -6	0	1	2	-0.2	14	3	-0.7	4	.
Cc1ccc(-c2nc(C(F)(F)F)cc(=O)[nH]2)cc1
→ -1	-5	5	-1	-2.4	31	-5	i	6	.
CN(C)c1ncnc2c1NC1=C(S2)C(=NCCCC(=O)O)CC(C)(C)C1
→ -6	-1	-4	-6	-0.9	8	16	3.4	-25	.
Cc1cc(=O)[nH]c(N/N=C/c2c(C)nn(-c3ccc(F)cc3)c2Cl)n1
→ .	0	-6	-3	2.8	-20	23	-0.3	-9	-2.0
O=C(NCCCl)C1Cc2c(ccc3ccccc23)O1 (centres undefined)
→ -2	-4	-7	4	0.0	26	-6	-0.6	9	-2.6
CCOC(=O)N1CCN(C(=O)CN(C2CCCCC2)S(=O)(=O)c2c(C)cc(C)cc2C)CC1
→ -1	2	2	-1	1.8	12	-2	-0.7	7	-1.6
Cc1[nH]c(C)c(S(=O)(=O)N2CCN(c3cccc(C(F)(F)F)c3)CC2)c1C(=O)N1CCCC1
→ -2	2	1	0	-2.0	8	7	-0.2	6	0.9
Cc1nc(N2CCOCC2)nc(N2CCCCC2C)c1[N+](=O)[O-] (centres undefined)
→ 12	7	2	1	1.2	-8	16	-0.4	-4	.
CCN(CC)CCn1c2c(c(SCC(=O)Nc3ccc4c(c3)OCCO4)nc1=O)CCCC2
→ -3	.	-8	-1	1.5	.	5	-0.9	6	2.9
CCOC(=O)C1CCCN(C(=O)c2ccc(NS(=O)(=O)c3ccc4[nH]c(=O)[nH]c4c3)cc2)C1 (centres undefined)
→ 0	.	.	4	.	.	15	-0.5	-4	0.7
Cc1nn(CC(=O)Nc2ccc3c(c2)OCO3)c(C)c1Cl
→ 5	1	8	5	-1.9	19	-1	-0.2	-19	-4.0
Cc1ccc(CCNC(=O)C2CCC(=O)N(Cc3ccccc3F)C2)o1 (centres undefined)
→ -1	-4	4	2	3.2	-13	2	i	1	-0.8
CCOc1cc(/C=C/C(=O)N(CC)CC(=O)NCc2cccs2)cc(Cl)c1OC
→ -10	.	1	5	-3.7	.	9	i	5	1.5
CCOC(=O)c1sc(=NC(=O)COc2ccccc2)n(C)c1C
→ -7	0	-4	1	-3.0	10	0	-0.1	3	-1.7
CCOC(=O)C1=C(C)S/C(=C\N(C)C)C1=O
→ -9	3	2	8	1.4	11	23	-0.4	-1	-0.1
CCOc1ccc(N2C(=O)CC(NNc3nc4ccccc4s3)C2=O)cc1 (centres undefined)
→ -17	1	0	2	-2.2	20	20	-0.4	-5	1.2

Assay outcomes deposited in PubChem by several laboratories.
